Assay outcomes as filed in PubChem.
Fam108B inh: blocks mouse Fam108B hydrolase in RBBP9 counter-screen; recombinant Fam108B, FP-Rh probe fluorescence polarization; inhibition, % at 9.51 µM; 0.33% of 300,000 active; AID 1947;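 active = inhibition above the screen mean inhibition plus 3 SD, computed separately per campaign, cut at about 18% in these data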;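 note: inhibitors lower polarization as less probe binds the enzyme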
GLD-1 TGE inh: GLD-1-TGE RNA interaction inhibition (C. elegans) | Q17339 | purified GLD-1 + fluorescein TGE RNA, fluorescence polarization | inhibition, % at 5.96 µM | 0.44% of 320,000 active | AID 2280;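 active = percent inhibition above a per-plate cutoff, the plate mean of test compounds plus 3 SD, cut at about 30% in these data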;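 note: 0% = DMSO wells with GLD-1 and probe and 100% = wells lacking GLD-1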
Target sequence (Q17339 whole entry, looked up): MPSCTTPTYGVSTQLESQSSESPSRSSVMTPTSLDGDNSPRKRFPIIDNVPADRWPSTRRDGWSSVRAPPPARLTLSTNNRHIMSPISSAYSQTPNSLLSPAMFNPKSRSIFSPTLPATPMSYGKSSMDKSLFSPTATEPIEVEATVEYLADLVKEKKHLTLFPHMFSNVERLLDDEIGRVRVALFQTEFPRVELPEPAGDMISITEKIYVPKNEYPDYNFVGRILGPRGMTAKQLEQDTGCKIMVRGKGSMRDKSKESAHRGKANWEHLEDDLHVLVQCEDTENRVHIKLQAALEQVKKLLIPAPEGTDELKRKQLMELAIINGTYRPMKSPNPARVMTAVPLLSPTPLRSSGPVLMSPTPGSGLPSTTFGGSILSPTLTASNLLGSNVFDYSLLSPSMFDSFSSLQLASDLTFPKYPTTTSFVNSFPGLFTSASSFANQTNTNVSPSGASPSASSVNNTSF
Efflux pump mplx: antifungal efflux pump inhibition, Nile Red retention. S. cerevisiae Candida pump triplex. inhibition, % at 10 µM. 0.44% of 330,000 active;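 active = plate passing quality check with inhibition over a set limit, or well fluorescence over plate mean plus 4 SD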;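 note: Nile Red retained in pooled yeast measured as flow cytometry median fluorescence; 0% = buffer negative control and 100% = Enniatin B positive control; higher means more Nile Red kept so more efflux inhibition; some compounds called inactive have numbers as strong as hits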
PME-1 inh: PME-1 (human) inhibition. recombinant PME-1, FP-Rh probe fluorescence polarization. inhibition, % at 5.9 µM. 0.53% of 320,000 active. AID 2130;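 active = inhibition above the campaign mean of all compounds plus 3 SD, cut at about 26% in these data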;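 note: competitive labeling of PME-1 active site by serine hydrolase directed probe; 0% = PME-1 with DMSO and 100% = wells lacking PME-1 enzyme; inhibitors block probe labeling so polarization falls and inhibition rises; many of its hits are not listed in these tables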
MCL1 BIM primary: MCL1-BIM-BH3 interaction inhibition (human). inhibition, % at 10.9 µM. GST-MCL1 / FITC-Bim-BH3 fluorescence polarization. AID 2057. 0.68% of 320,000 active. Q07820;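 active = inhibition above the mean inhibition of all tested compounds plus 3 SD, set per campaign, cut at about 40% in these data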;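 note: 0% = DMSO wells and 100% = unlabeled Bim-BH3 peptide control; higher means more loss of mP so more displacement of Bim peptide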
Target sequence (Q07820 whole entry, looked up): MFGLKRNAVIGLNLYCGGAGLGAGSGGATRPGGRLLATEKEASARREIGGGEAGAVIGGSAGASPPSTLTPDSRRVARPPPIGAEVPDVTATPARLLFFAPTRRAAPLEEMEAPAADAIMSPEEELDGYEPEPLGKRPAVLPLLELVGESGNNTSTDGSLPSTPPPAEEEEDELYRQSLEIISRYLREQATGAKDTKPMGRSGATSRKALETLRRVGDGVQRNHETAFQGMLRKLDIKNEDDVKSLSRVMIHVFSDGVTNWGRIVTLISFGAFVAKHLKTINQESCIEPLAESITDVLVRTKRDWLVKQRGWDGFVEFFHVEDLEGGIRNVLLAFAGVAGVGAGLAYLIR
BCLXL inh: Bcl-xL (human) inhibition; GST-Bcl-xL / FITC-Bim BH3 peptide fluorescence polarization; inhibition, % at 10.9 µM; 0.7% of 320,000 active;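 active = inhibition above the mean of all tested compounds plus 3 SD, cutoff set per campaign, cut at about 30% in these data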;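 note: 0% = DMSO wells and 100% = unlabeled Bim-BH3 peptide competitor; inhibitors lower millipolarization by displacing the labeled peptide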
Target sequence (Q07817 whole entry, looked up): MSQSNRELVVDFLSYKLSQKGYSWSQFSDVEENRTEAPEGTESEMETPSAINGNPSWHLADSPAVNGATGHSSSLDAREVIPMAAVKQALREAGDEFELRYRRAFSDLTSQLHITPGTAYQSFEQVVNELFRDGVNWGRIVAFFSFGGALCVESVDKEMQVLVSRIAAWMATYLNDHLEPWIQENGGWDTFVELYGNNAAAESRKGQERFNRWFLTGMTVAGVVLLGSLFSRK
VLA-4 inh: inhibition in a human VLA-4 binding assay; VLA-4 expressing cells, ligand binding flow cytometry; inhibition, % (about 7 µM as worked out from the volumes in the protocol); 0.2% of 330,000 active; in the data active = inhibition above about 50%
MEX-5 binding: C. elegans MEX-5 TCR-2 RNA binding activity; Q9XUB2; MEX-5/FITC-TCR2 RNA binding, fluorescence polarization; hits give low values; activity score (negative = inhibition of binding), % at 10 µM; 0.38% of 300,000 active; AID 1832;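 active = inhibition past about -25% in most replicates, and total fluorescence under double the plate's negative control median, limit read from the data; inconclusive = replicates evenly split on the limit, or fluorescence at least double controls; inactive = too little inhibition in most replicates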;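 note: 0% = DMSO and -100% = 5 µM competing unlabeled TCR2 RNA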
GRK2 inh: human GRK2 inhibition via aptamer displacement; bead flow cytometry, FAM-aptamer displacement from GRK2; P25098; inhibition of aptamer binding, % at 10 µM; 0.59% of 330,000 active;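 active = inhibition of aptamer binding above 40%, roughly 3 SD of noise, on plates passing a quality check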;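 note: median bead fluorescence of bound FAM aptamer so fluorescent compounds give negative values; no value below 0 was filed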
* = called active by the depositor; ? = inconclusive; . = not tested or not shown.

SMILES	Fam108B inh	GLD-1 TGE inh	Efflux pump mplx	PME-1 inh	MCL1 BIM primary	BCLXL inh	VLA-4 inh	MEX-5 binding	GRK2 inh
COc1ccc(N(C(=O)c2ccco2)C(C(=O)NC2CCCC2)c2ccc(N(C)C)cc2)cc1 (stereo not given)	-1.9	8.1	0.0	2.8	-6.3	2.6	3.0	-0.8	1.0
CC(=O)CC(c1ccccc1)S(=O)(=O)c1ccc(C)cc1 (stereo not given)	0.7	-3.8	-0.2	-3.0	8.9	2.1	-5.9	-1.2	0.0
Cc1ccccc1C(=O)OCC(=O)NCc1ccco1	.	0.4	0.0	.	.	.	6.5	.	8.0
COc1ccc(OC)c(NC(=O)CCN2C(=O)c3ccccc3C2=O)c1	.	.	0.1	.	.	.	5.0	2.0	0.0
COCCNC(=S)N/N=C(\C)c1ccc2cc(OC)ccc2c1	3.2	-0.2	0.1	2.1	13.7	6.1	1.9	-0.9	0.0
COc1cc2c(cc1OC)CN(c1ccc(C(N)=O)cc1[N+](=O)[O-])CC2	7.4	-2.1	0.1	0.6	-13.4	-0.2	1.4	-2.6	0.0
COc1ccc(-c2c[n+]3c(n2-c2ccc(C)cc2)CCCCC3)cc1	2.6	-1.2	0.0	4.1	9.4	4.2	0.2	2.4	0.0
Cc1ccc(CNCCCSc2nc(C)cc(C)n2)cc1	-1.5	9.0	-0.2	-4.4	-0.5	1.9	-6.5	-0.9	0.0
Clc1ccccc1CSc1nnc(-c2ccco2)c(-c2ccco2)n1	18.8*	9.4	-0.1	10.2	79.9*	37.0*	5.2	-3.4	33.0
CC1Cc2ccccc2N1S(=O)(=O)c1cccc(C(=O)NC2CC2)c1 (stereo not given)	-2.2	-1.2	0.0	5.2	2.7	3.6	21.0	-0.3	0.0
CN(C)CCCNC(=O)c1ccccn1	-1.3	2.0	-0.1	-1.6	-6.3	0.2	7.9	-0.4	5.0
CCc1ccc2c(CN3CCN(S(=O)(=O)c4cccs4)CC3)cc(=O)oc2c1	-1.0	1.4	-0.4	-0.2	-1.6	-0.1	4.0	0.1	7.0
Cc1ccc(-n2ncc3c(SCC(=O)NNC(=O)c4ccco4)ncnc32)cc1	-3.6	6.2	0.0	-0.3	6.1	-0.1	7.3	3.0	0.0
COc1ccccc1N1C[C@@H]2C[C@@H](c3ccco3)N3CCC[C@@]23C1=O	-3.5	-1.4	-0.1	-0.7	1.7	3.1	1.5	0.6	0.0
CCSC1=C(C#N)C(c2cccc(OC)c2)CC(=O)N1 (stereo not given)	-6.4	1.4	-0.1	5.2	-2.3	15.1	22.8	-0.7	0.0
Cc1cc(C)cc(OCC(=O)OC(C)C(=O)Nc2ccc(Cl)cn2)c1 (stereo not given)	1.1	-3.0	0.0	-0.1	-15.9	-9.7	11.5	-0.2	0.0
CN(C)C(=O)c1cc(S(=O)(=O)N(C)C)c(Cl)cc1N1CCCC1	3.4	-2.4	0.0	-0.6	1.1	1.8	-8.3	1.4	0.0
CCOC(=O)N1CCC(NC(=O)c2cc(C(=O)Nc3cccc(C(F)(F)F)c3)ccc2CO)CC1	-4.6	7.2	0.6	1.8	-7.5	-4.8	-4.9	1.4	3.0
CCN(CC)S(=O)(=O)c1ccc2oc(C(=O)NCCCN3CCOCC3)c(C)c2c1	-5.9	-0.4	0.1	-1.7	1.1	0.3	0.0	0.6	1.0
O=C(c1cccnc1)N1CCN(c2ccccc2Cl)CC1	-5.8	1.7	0.0	-3.1	0.0	4.2	11.3	-0.3	3.0
COc1ccc(/C=C(\NC(=O)c2ccccc2)C(=O)NCCC(=O)O)cc1	2.0	4.0	0.0	-5.0	1.1	8.2	16.5	.	1.0
Cc1ccc(CN2CCN(CC(=O)NC(C)c3ccc4c(c3)OCCO4)C2=O)cc1 (stereo not given)	-0.5	1.2	0.1	-0.5	-0.3	3.4	4.4	3.4	3.0
CC(C)CNC(=O)C(=O)NCCC1CCCCN1S(=O)(=O)c1cccs1 (stereo not given)	-2.7	10.8	0.1	-0.6	1.5	3.5	29.4	-5.7	0.0
Cc1onc(-c2ccccc2)c1C(=O)Nc1ccccc1C#N	2.4	1.4	0.0	-1.4	-7.2	-2.4	-4.0	-0.2	0.0
CCn1c(CC(=O)Nc2ccc(F)cc2)nnc1SCC(=O)NC1CCCC1	3.0	-7.0	-0.1	3.7	-1.1	-8.5	12.4	-3.9	0.0

(more compounds)
SMILES	Fam108B inh	GLD-1 TGE inh	Efflux pump mplx	PME-1 inh	MCL1 BIM primary	BCLXL inh	VLA-4 inh	MEX-5 binding	GRK2 inh
CCCCCOCC1CC(C/C(C)=N/NC(N)=S)C(=O)O1 (stereo not given)	-0.4	1.0	-0.1	-0.1	8.6	5.5	-15.4	2.6	0.0
CCCCNC(=O)CC1N=C2c3ccccc3N=C(SCC(=O)Nc3cccc(C)c3)N2C1=O (stereo not given)	2.8	7.0	0.1	10.6	6.3	6.5	8.0	-0.2	1.0
C[C@H](CO)N1C[C@H](C)[C@@H](CN(C)Cc2ccc(C(=O)O)cc2)Oc2c(NS(=O)(=O)c3cccs3)cccc2C1=O	.	5.1	-0.2	.	.	.	44.2	.	2.0
CC1CN(C(=O)/C(=C/c2ccco2)NC(=O)c2ccccc2)CC(C)O1 (stereo not given)	-1.3	13.4	-0.7	-5.0	15.5	17.4	-9.1	-0.7	2.0
O=[N+]([O-])c1ccccc1OCCOCCOc1cccc2cccnc12	1.4	2.5	0.1	0.0	-3.1	3.2	11.1	0.6	1.0
COc1ccc(CS(=O)(=O)c2ncn[nH]2)cc1	1.3	0.8	-0.1	-4.9	-0.9	4.6	-1.0	-2.3	10.0
O=C(Nc1ccc(F)cc1)C(=O)c1c(O)[nH]c2ccc([N+](=O)[O-])cc12	2.9	-2.0	-0.1	7.6	9.2	20.7	2.2	-0.4	4.0
CCOC(=O)C1(Cc2ccccc2)CCN(Cc2cccc(OC)c2O)CC1	5.0	4.2	0.0	3.8	2.2	1.3	15.5	1.5	0.0
Cc1ccc2c(c1)C(c1ccccc1)N(C(=O)c1ccc(S(=O)(=O)N3CCOCC3)cc1)CC(=O)N2 (stereo not given)	1.6	1.0	1.6	-0.8	-1.4	-1.0	14.4	-1.2	4.0
CCC(CO)Oc1cc(NC(=O)c2ccccc2[N+](=O)[O-])c2ncn(C(C)C)c2c1 (stereo not given)	.	3.1	-0.5	.	.	.	17.7	.	3.0
Cc1ccc2c(C)nc(Nc3nc(CSc4nnnn4-c4ccccc4)cc(=O)[nH]3)nc2c1	-1.3	-1.1	0.1	2.2	-2.0	-3.8	34.3	.	10.0
Cc1nn(C)cc1CNC(=O)c1cnn2c1NC(c1ccc(Br)cc1)CC2C(F)(F)F (stereo not given)	-0.1	6.0	-0.2	5.7	1.3	2.9	11.9	-2.1	1.0
N#CC(C(=O)Nc1ccc(Cl)c(Cl)c1)=C1Nc2ccccc2N1	-2.1	-1.3	-0.1	-0.2	1.2	7.5	-22.7	4.4	0.0
CC(C)[C@H](NC(=O)c1ccco1)C(=O)NCc1ccccc1	3.8	4.6	0.0	-0.7	9.7	3.8	-3.2	2.1	2.0
O=C(CSc1nc2ccccc2c(=O)n1Cc1ccco1)Nc1cccc(O)c1	5.6	1.9	-0.1	0.0	3.6	6.8	9.0	0.0	2.0
Cc1cccc(NC(=O)COC(=O)c2ccccn2)c1	1.0	4.8	-0.2	2.7	0.7	0.0	2.1	-0.5	1.0
COc1ccc(-n2nc3c(c2NC(=O)CCCl)CSC3)cc1	.	.	-0.1	.	.	.	28.3	2.9	0.0
CCCCc1ccc(S(=O)(=O)N/N=C(/C)c2ccncc2)cc1	-4.2	0.0	-0.1	-0.8	-1.8	1.6	10.6	-0.4	2.0
CSc1ccc(NC(=O)c2cccnc2)cc1C#N	-5.2	-0.4	-0.2	3.0	0.6	3.5	-30.2	0.5	0.0
Cc1ccn(CC(=O)NC2CC(C)(C)Cc3c2cnn3-c2ccc(F)cc2)n1 (stereo not given)	-1.7	-1.2	1.7	2.8	6.3	-0.4	7.3	2.4	0.0
C#Cc1ccc([C@H]2C=C(C(=O)N3CCN(Cc4ccc5c(c4)OCO5)CC3)O[C@@H](OCC)[C@@H]2CCCO)cc1	-4.2	0.7	0.2	2.8	1.8	0.5	0.2	0.1	2.0
Cc1nnc(NC(=O)CSc2nnc(C)n2Cc2ccccc2)s1	2.6	1.3	0.3	-2.0	5.2	3.2	12.9	2.2	2.0
c1ccc2c(N3CCOCC3)nc(-c3ccncc3)nc2c1	-4.1	3.4	0.1	-0.2	-5.9	0.6	10.3	1.4	1.0
O=C(/C=C/c1cccc(F)c1)OCC(=O)c1ccc[nH]1	.	1.8	0.1	.	.	.	-0.7	.	2.0
CCc1ccc(Nc2nnc(SCC(=O)Nc3sccc3C(N)=O)s2)cc1	-2.0	2.5	0.0	2.8	2.0	0.6	9.5	-0.5	0.0

(listing goes on)
SMILES	Fam108B inh	GLD-1 TGE inh	Efflux pump mplx	PME-1 inh	MCL1 BIM primary	BCLXL inh	VLA-4 inh	MEX-5 binding	GRK2 inh
CCN(C(=O)Cn1c(=O)oc2ccccc21)c1ccc(C)c(C)c1	-4.8	7.7	0.0	2.4	-1.9	4.4	4.6	-0.3	0.0
COc1ccc(/C=N/Nc2cc(C)nc3c(C)cccc23)cc1	1.5	3.3	0.0	-10.6	3.8	2.3	9.2	0.4	0.0
O=C(OCc1ccc(Cl)cc1Cl)c1ccncc1	6.2	2.4	-0.1	0.2	2.9	9.7	8.8	2.8	0.0
CC(=O)CCSc1nnc(-c2cccc(S(=O)(=O)N3CCOCC3)c2)o1	1.4	1.1	0.0	0.0	-2.6	-7.2	0.0	-1.4	2.0
COC(=O)c1ccc(C(=O)OC)c(NC(=S)N2CCN(c3cc(Cl)ccc3C)CC2)c1	-1.3	2.9	0.2	3.4	11.9	3.0	5.4	2.2	7.0
COc1ccc(NC(=O)CN(c2cc(C)cc(C)c2)S(=O)(=O)c2c(C)n[nH]c2C)cc1	1.7	-1.1	0.0	-3.5	-4.6	3.2	4.3	.	0.0
C#CCN1C(=O)S/C(=C\c2ccc(N3CCOCC3)cc2C)C1=O	1.3	-46.7	-0.1	-2.5	70.4*	-9.4	2.2	?	0.0
COC(=O)C1=C(C)N(c2ccc(OC)cc2)C(C)=C(C(=O)OC)C1c1ccc(OC)cc1	-5.2	7.3	0.2	2.6	3.7	-0.3	11.6	0.8	0.0
CCCCn1c(N)c(NCCC)c(=O)[nH]c1=O	3.0	30.9*	-0.2	-7.8	49.8*	34.8*	-17.5	-10.8	0.0
Cc1ccc(Cl)cc1NC(=O)C1CCCCC1C(=O)O (stereo not given)	0.6	-4.7	0.1	-0.9	-3.6	2.9	3.0	-2.5	1.0
Cc1cc(/C=N/n2cnnc2)c(C)n1-c1ccc(OCc2ccccc2F)cc1	-2.3	5.4	0.0	-0.3	5.9	2.0	-1.1	-2.0	5.0
C/C(=N/NS(=O)(=O)c1ccc(C)c(C)c1)c1c[nH]c2ccccc12	.	.	0.0	.	.	.	19.2	0.9	3.0
CCCOc1nc2c(c(=O)n(C)c(=O)n2C)n1C	1.5	3.7	0.0	-2.7	1.7	-1.3	4.5	0.3	0.0
CC(=O)Oc1cc(C(=O)OCC(=O)N2CCc3ccccc3C2)cc(OC(C)=O)c1OC(C)=O	.	4.8	-0.1	.	.	.	6.3	.	8.0

These rows are one share of the data. The share of hits here may be higher or lower than overall.
